From PubChem BioAssay
EPAC1 antagonist = blocks human EPAC1 exchange factor; O95398; EPAC1 GEF assay, Rap1b-BODIPY-GDP exchange fluorescence; Potency, µM (highest dose often 115 µM), inactives show at the highest dose activity change, negative = inhibition, actives largely listed as inhibitors; 360,000 compounds, 0.14% hits;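 also: potency is read from the fitted curve at half-maximal effect; plate controls were vehicle for no effect and positive control for full effect; nearly all actives have a fitted effect of over 50% in size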
CCT modulator = changes cytosolic chaperonin activity; purified chaperonin ATPase assay, HTRF ADP detection, 30 min; activity change, % (no concentration beside the values), hits read low; 360,000 compounds, 0.3% hits; AID 651819; in the data active = activity change below about -30%; also: % is scaled to controls: 0 for no effect and ±100 for the full control effect
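First, chaperonin was dispensed at 40 nM or 20 nM final depending on batch activity. Next, compounds were pinned at 76 uM and ATP added at 10 uM. After 30 min at 37 °C, ADP detection reagents ran 30 min at ambient temperature.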
WRN helicase inh = WRN helicase (human) inhibition; Q14191; WRN helicase unwinding, fluorescent forked duplex, kinetic; Potency, µM (series often up to 114 µM), without a hit: at the highest dose activity change, negative = inhibition, usual class: inhibitors; 360,000 compounds, 0.46% hits; also: potency is read from the fitted curve at half-maximal effect; % is scaled to controls: 0 for no effect and ±100 for the full control effect; nearly all actives have a fitted effect of over 55% in size
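WRN at 20 nM final was preincubated with compound for 15 min at room temperature; reaction started with 100 nM forked duplex oligonucleotide carrying fluorophore and quencher plus 2 mM ATP (final). Unwinding followed kinetically by red fluorescence (ex 525/em 598 nm).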
PI5P4K alpha inh = blocks human PI5P4K alpha kinase activity; P48426; max response, %; PI5P4Kalpha enzyme, ADP-Glo luminescence, 60 min; stronger effect = lower value; 330,000 compounds, 1.2% hits; active = max response of -50% or lower; inconclusive = between -30% and -50%; inactive = -30% or higher; also: value at the top dose of about 77 µM; % is scaled to controls: 0 for no effect and ±100 for the full control effect
Target sequence (P48426 whole entry, looked up): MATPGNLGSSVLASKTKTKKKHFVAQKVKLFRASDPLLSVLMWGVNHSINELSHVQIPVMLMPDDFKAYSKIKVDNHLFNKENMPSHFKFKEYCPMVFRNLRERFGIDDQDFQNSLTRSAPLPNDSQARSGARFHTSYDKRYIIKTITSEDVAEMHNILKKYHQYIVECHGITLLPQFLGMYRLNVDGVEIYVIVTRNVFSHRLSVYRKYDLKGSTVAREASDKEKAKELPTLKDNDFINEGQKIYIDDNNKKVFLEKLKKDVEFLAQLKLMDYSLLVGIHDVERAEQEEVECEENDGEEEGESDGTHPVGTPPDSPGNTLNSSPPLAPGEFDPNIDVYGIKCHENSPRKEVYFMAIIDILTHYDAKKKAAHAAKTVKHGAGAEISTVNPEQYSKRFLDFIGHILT
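ADP-Glo luminescence end-point after a 60 min room-temperature kinase reaction. PI5P4Kalpha and substrate in HEPES pH 7.4 buffer with EGTA, 0.1% CHAPS and 5% DMSO; ATP at 5 microM final.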
Mm-Cpn inhibitor = blocks the Methanococcus maripaludis chaperonin Mm-Cpn | purified Mm-Cpn ATPase, ADP Transcreener TR-FRET | Potency, µM (top dose mostly 76.9 µM), without a hit: top-dose activity, negative = inhibition, actives largely listed as inhibitors | 330,000 compounds, 0.031% hits | AID 504842; also: potency is read from the fitted curve at half-maximal effect; % is scaled to controls: 0 for no effect and ±100 for the full control effect; nearly all actives have a fitted effect of over 80% in size
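Purified archaeal chaperonin (25 nM final) was preincubated with compound for 10 min at 37°C, then ATP (10 uM final) was added for 30 min at 37°C in Tris pH 7.4/KCl/MgCl2/DTT buffer. ADP was quantified by HTRF Transcreener TR-FRET.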
EPAC2 antagonist = EPAC2 (human) antagonism. AID 720708. Q8WZA2. Potency, µM (series often up to 114 µM), inactives show at the highest dose activity, negative = inhibition, usual class: inhibitors. EPAC2 GEF exchange of Rap1B-BODIPY-GDP, fluorescence. 360,000 compounds, 0.18% hits; also: potency is read from the fitted curve at half-maximal effect; % is scaled to controls: 0 for no effect and ±100 for the full control effect; nearly all actives have a fitted effect of over 45% in size; many of its hits are not listed in these tables
EPAC1 ag = activates human EPAC1 exchange factor; O95398; EPAC1 agonist qHTS, biochemical assay; response scale: 100% = response to 6.5 mM cAMP; Potency, µM (top dose mostly 154 µM), for inactives: at the highest dose activation, usual class: activators; 360,000 compounds, 0.073% hits; AID 720707; also: potency is read from the fitted curve at half-maximal effect; nearly all actives have a fitted effect of over 60% in size
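Nucleotide exchange by EPAC1 (100 nM) on Rap1B–BODIPY-GDP (250 nM) in the presence of 50 uM GDP is tracked fluorescently at 480/540 nm over 30 min. Signals are normalized to a 6.5 mM cAMP control.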
PLK1 PBD inh = inhibitors of human PLK1 polo-box domain binding; P53350; Plk1 PBD binding of FITC phosphopeptide, fluorescence polarization; Potency, µM, inactives show max response, negative = inhibition, actives largely listed as inhibitors; 360,000 compounds, 2.8% hits; AID 720504; also: potency is read from the fitted curve at half-maximal effect; series mostly up to about 57 µM; % is scaled to controls: 0 for no effect and ±100 for the full control effect; nearly all actives have a fitted effect of over 65% in size
Target sequence (P53350 whole entry, looked up, the tested form may be a part): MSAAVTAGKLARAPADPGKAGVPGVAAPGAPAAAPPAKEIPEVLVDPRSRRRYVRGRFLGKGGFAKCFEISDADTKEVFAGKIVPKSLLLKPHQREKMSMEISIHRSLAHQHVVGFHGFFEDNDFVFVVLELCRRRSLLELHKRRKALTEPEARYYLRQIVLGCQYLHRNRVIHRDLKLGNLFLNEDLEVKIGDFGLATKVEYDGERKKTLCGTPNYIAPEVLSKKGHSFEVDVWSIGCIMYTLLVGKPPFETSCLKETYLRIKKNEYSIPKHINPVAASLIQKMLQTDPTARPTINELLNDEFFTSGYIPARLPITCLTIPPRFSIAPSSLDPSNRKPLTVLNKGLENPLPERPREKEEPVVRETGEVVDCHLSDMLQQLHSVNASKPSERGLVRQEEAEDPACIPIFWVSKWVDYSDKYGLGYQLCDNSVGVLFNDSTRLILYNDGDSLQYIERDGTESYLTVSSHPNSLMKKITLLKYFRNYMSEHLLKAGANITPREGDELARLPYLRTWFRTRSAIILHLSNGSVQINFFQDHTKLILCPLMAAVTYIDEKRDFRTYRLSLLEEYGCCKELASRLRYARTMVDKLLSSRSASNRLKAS
* marks the source's active call; other numbers are inactive results; ? = inconclusive; . = not tested or not shown; [ ] = another dose, or the depositor's remark. Unless noted, calls follow the shape of the dose curve; as a rule, active = well fitted curve in the direction sought with a large enough effect; inconclusive = small, poorly fitted or top-dose-only effect, or another doubt; inactive = no such curve, though single readings can be large; an effect the other way counts as inactive or inconclusive. Not all compounds are listed; the hit share may differ from the screen's.

SMILES | EPAC1 antagonist | CCT modulator | WRN helicase inh | PI5P4K alpha inh | Mm-Cpn inhibitor | EPAC2 antagonist | EPAC1 ag | PLK1 PBD inh
COc1ccccc1-c1nnc(SC(C)C(=O)Nc2ccc(C(N)=O)cc2)o1 (centres undefined) | 9% | -1.5 | -7% | -2 | 0% | 14% | -7% | 0%
COc1ccccc1N1C(=O)CC(N2CCc3ccccc32)C1=O (centres undefined) | -18% | 0.9 | -7% | -18 | -1% | -3% | -3% | -16%
Oc1ccccc1/C=N/c1c(-c2ccco2)nc2ccccn12 | -3% | -2.4 | -4% | . | -4% | 0% | 1% | -8%
COc1ccc(OC)c2sc(NC(=O)C3CC3)nc12 | 2% | -0.5 | -10% | 0 | -1% | -10% | 0% | -8%
O=C(Cn1cc([N+](=O)[O-])ccc1=O)NCC(=O)Nc1ccc(F)c(F)c1F | -17% | -0.6 | 11% | 0 | 1% | -2% | 4% | -15%
COc1ccc(N2C(=O)C3ON(C4SC(=S)N(C)C4(C)C)C(c4ccc(Cl)cc4)C3C2=O)cc1 (centres undefined) | -3% | 1.2 | -1% | 3 | 1% | -8% | 3% | -4%
CC12CC(NC(=O)N1c1cccc(C(=O)N3CCN(c4ccccc4)CC3)c1)c1ccccc1O2 (centres undefined) | 19% | -2.5 | 2% | 1 | 1% | 0% | 0% | -9%
CNC(=O)OCc1nc(SSC(C)(C)C)n(C)c1COC(=O)NC | 6% | 0.3 | 4% | 19 | . | 7% | -9% | -23%
CCC(CCc1ccccn1)C(=O)c1ccccc1 (centres undefined) | 3% | 1.8 | -12% | 2 | . | 10% | -4% | -1%
O=C(CSc1nc2scc(-c3ccccc3)c2c(=O)[nH]1)Nc1ccccc1 | 8% | -1.1 | -24% | 1 | -7% | 13% | 1% | -5%
COc1ccc2ccc(O)c(CN3CCN(S(=O)(=O)c4cccc(C(F)(F)F)c4)CC3)c2c1 | -12% | 2.6 | -9% | 31 | -3% | -3% | -5% | -19%
COc1ccc(-c2nsc(SCC(=O)Nc3cc(C)on3)n2)cc1 | 11% | -1.8 | 6% | -17 | -2% | 16% | -4% | 9.5µM*
Cn1cnc([N+](=O)[O-])c1N=C(N)N | -19% | -6.9 | 7% | 2 | -2% | 9% | -9% | 2%
CC(O)c1ccc(-n2cnnn2)cc1 (centres undefined) | 10% | -0.7 | -5% | 2 | 0% | 11% | 1% | -5%
Cc1cc(C)cc(N2C(=O)C=CC2=O)c1 | -18% | -12 | 20µM* | ? | . | -1% | 5% | 3µM*

2 records drawn at random from the list so far, as already listed:
SMILES | EPAC1 antagonist | CCT modulator | WRN helicase inh | PI5P4K alpha inh | Mm-Cpn inhibitor | EPAC2 antagonist | EPAC1 ag | PLK1 PBD inh
COc1ccc(-c2nsc(SCC(=O)Nc3cc(C)on3)n2)cc1 | 11% | -1.8 | 6% | -17 | -2% | 16% | -4% | 9.5µM*
CNC(=O)OCc1nc(SSC(C)(C)C)n(C)c1COC(=O)NC | 6% | 0.3 | 4% | 19 | . | 7% | -9% | -23%

Later entries:
SMILES | EPAC1 antagonist | CCT modulator | WRN helicase inh | PI5P4K alpha inh | Mm-Cpn inhibitor | EPAC2 antagonist | EPAC1 ag | PLK1 PBD inh
CCOC(=O)N/N=C\c1sccc1C | -16% | -1.6 | 3% | -1 | 3% | 0% | 4% | 0%
CCCN1CCN(C(=O)CCNC(=O)Cn2cnc3ccccc3c2=O)CC1 | 11% | 0.8 | 11% | 4 | 1% | 2% | 8% | -11%
COC(=O)C[C@H]1C=C[C@H](NC(=O)c2ccccn2)[C@@H](CO)O1 | -26% | . | -6% | 4 | . | ? | 0% | -10%
COc1ccc(CNC(=O)COC(=O)CCC(=O)c2cccs2)cc1 | -27% | -0.3 | 0% | 2 | -1% | -2% | 7% | 1%
COCCCn1cc(CN2CC(N3CCCCC3)CS2(=O)=O)nn1 (centres undefined) | -17% | 0.6 | 9% | -8 | . | 1% | -21% | 1%
Cc1cc(CNC(=S)Nc2ccc(Br)cc2Cl)nn1C | -8% | -0.3 | -11% | 3 | -3% | -4% | 4% | -14%
CCOc1ccc(NC(=O)CN2CCN(Cc3c(F)cccc3F)CC2)cc1 | -1% | 1.2 | -3% | 2 | 2% | -5% | 2% | -4%
CCOc1ccc(-c2cc(C(=O)NCc3ccc(F)cc3)[nH]n2)c(C)c1 | -13% | -2.0 | -8% | 0 | . | 1% | -10% | -12%
CN1CCN(c2nc(-c3ccc(Cl)cc3Cl)nc3ccccc23)CC1 | -15% | 0.4 | -1% | 4 | -1% | -27% | 11% | -5%
CCC(=O)Nc1ccc(C(=O)CN2C(=O)NC3(CCCCCC3)C2=O)cc1 | 0% | -2.4 | -2% | -3 | 0% | -21% | -3% | 6%
O=C(CSc1ccc(F)cc1)Nc1ccc2c(c1)C(=O)NC2=O | 10% | -1.0 | 7% | -1 | 2% | -6% | -11% | -1%
O=C(CSC1=NCCS1)NCc1ccco1 | 7% | -0.9 | 3% | -54* | 1% | 12% | 3% | 3µM*
C/C(=N\O)C(=O)Nc1ccccc1 | -2% | -1.1 | -3% | -2 | 0% | 6% | 1% | 4%
COc1ccc(N(CC(=O)NC2CCCCC2)C(=O)CNC(=O)c2ccco2)cc1 | -9% | -1.4 | 7% | -7 | -1% | 5% | -3% | -15%
Clc1ccc(NN(Cc2ccncc2)c2ccc(Cl)cc2)cc1 | -6% | -4.5 | -9% | 9 | . | -18% | 6% | -4%
CCS(=O)(=O)c1ccc2oc(SCC(=O)NC34CC5CC(CC(C5)C3)C4)nc2c1 | -3% | -4.1 | 0% | 1 | 2% | -2%[57.1 µM] | 16% | -4%
Cc1ccc(CN2CCC(Oc3cccc(C(=O)N(C)CCN(C)C)c3)CC2)cc1C | 1% | 0.5 | 6% | 8 | 0% | -5% | 3% | -8%
Cc1cc(NC(=O)c2ccccc2)ncc1NC(=O)c1ccco1 | -15% | -0.9 | 9% | -27 | 1% | -2% | 3% | -12%
COc1ccc2[nH]c(C(=O)NCCN3CCCCC3)cc2c1 | 15% | -19 | -12% | -4 | -4% | 5% | -4% | -1%
COc1ccc(-n2c(C)cc(C(=O)NC3CCCCC3)c2C)cc1 | 6% | 1.0 | -11% | . | 1% | -8% | 15% | 2%
CC1CC(C)CN(S(=O)(=O)N2CCCC(C(=O)NC3CCCCC3C)C2)C1 (centres undefined) | 10% | -2.4 | -8%[57.1 µM] | -2 | -1% | 5% | 0% | -13%
O=C(COC(=O)C1CC(=O)N(Cc2ccco2)C1)Nc1nc(-c2ccc(F)cc2)cs1 (centres undefined) | 14% | -0.3 | -2% | -18 | 1% | 2% | 7% | -4%
Cc1ccc(C(=O)NCCc2ccccc2)cc1 | -19% | -1.5 | -7% | 1 | 0% | -2% | 3% | -15%
CCC(=O)N1CCN(c2ccc(NC(=O)c3ccc([N+](=O)[O-])o3)cc2)CC1 | -1% | -0.6 | -27% | -11 | 0% | -1% | 6% | 0%
CCCCNC(=S)NC1CCCC1 | 0% | -1.6 | -34%[57.1 µM] | -6 | 2% | -5% | 6% | -9%
CC1=CC(c2ccccc2)=NS(=O)(=O)N1 | -8% | 0.3 | -3% | -3 | -1% | 17% | -28% | -6%
CCn1c(CCn2ccnc2C)n[nH]c1=S | 3% | 0.1 | 2% | . | 0% | 6% | 1% | -2%
O=c1c2ccccc2nc(/C=C/c2ccc(Cl)cc2)n1CCO | -10% | 0.3 | -21% | 2 | 0% | 9% | -8% | -3%
Cc1ccc(C)c(NC(=O)NNC(=O)c2cc3ccccc3cc2O)c1 | 3% | -2.7 | -24% | -18 | 5% | 7% | -10% | -17%
COc1ccc(Cl)cc1NC(=O)CCN1C(=O)C2CC=CCC2C1=O (centres undefined) | -19% | 1.9 | -35% | 5 | 0% | -13% | 1% | -9%
CCOC(=O)C1CCN(C(=O)Cn2cc3c(n2)CCC(C)C3)CC1 (centres undefined) | -15% | -0.4 | 3% | -2 | 0% | 9% | 5% | -13%
Cc1c(C#N)c(N=CN(C)C)c(C(=O)c2ccccc2)n1-c1ccccc1 | -5% | 0.7 | -8% | 4 | -1% | -6% | 11% | 0%
O=C(NC1CC2CCC1C2)c1ccco1 (centres undefined) | -27% | -0.1 | -4% | 0 | 1% | 11% | 5% | -16%
CCOC(=O)c1oc2ccccc2c1NC(=O)c1ccc(S(=O)(=O)N2CCCC2)cc1 | 23% | -4.1 | 0% | . | 1% | 7% | -6% | 0%
COC(=O)c1cccc(NC(=O)C2C3CCC(C3)C2C(=O)O)c1 (centres undefined) | -2% | -0.1 | -11% | . | 0% | -2% | 6% | -1%
COc1ccc2[nH]c(C(=O)N(Cc3ccccn3)Cc3ccccn3)cc2c1 | 0% | -0.8 | -3% | -1 | -5% | 2% | 7% | 3%
COc1ccc(-c2nc3cc(C)ccn3c2NC(=O)c2ccccc2OC)cc1 | 13% | -1.1 | -5%[57.1 µM] | 1 | 0% | -2% | -2% | 1%
C[C@@H]1CCCCCCCCC(=O)OCCN(C(=O)OC(C)(C)C)[C@H](C)CCCCCCCCC(=O)OCCN(C(=O)OC(C)(C)C)[C@H](C)CCCCCCCCC(=O)OCCN(C(=O)OC(C)(C)C)[C@H](C)CCCCCCCCC(=O)OCCN1C(=O)OC(C)(C)C | 3% | -1.0 | -4% | 2 | -3% | 0% | -2% | -15%
Clc1cccc(-c2nc3ccc(Br)cn3c2Cc2ccsc2)c1 | -20% | 1.0 | -11% | ? | . | -26% | -1% | -24%
COc1ccccc1N1CCN(C(=O)CNC(=O)Cn2cnc3sc(C)c(C)c3c2=O)CC1 | 34%[activator] | 1.3 | 5% | -4 | 3% | 20% | -9% | -7%
COc1ccc(-c2c[n+](CC(=O)c3ccccc3)c3n2CCCCC3)cc1 | -1% | -3.4 | 3% | -1 | 0% | 15% | -3% | -5%
Cc1ccc(NC(=O)N2CCCC2C(=O)NCCC2=CCCCC2)cc1 (centres undefined) | 11% | -1.5 | 3% | -2 | 1% | 7% | -2% | 0%
CN(C)C(=O)c1cccc(-c2cccc3nccn23)c1 | 1% | -4.4 | 2% | -22 | . | 10% | -5% | -8%
NNC(=O)c1cc(NS(=O)(=O)c2cccs2)cc(NS(=O)(=O)c2cccs2)c1 | -4% | -0.7 | -3%[11.6 µM] | ? | 1% | 7% | -7% | -2%
CCCC(=O)Nc1c2c(nn1-c1ccc(OC)cc1)CS(=O)C2 (centres undefined) | -14% | -2.9 | 2% | 0 | 0% | -8% | 4% | -5%
